# IDE cell activ – activators of human insulin-degrading enzyme in cells | 0.073% of 340,000 active | HEK cells, FAbeta-B cleavage, fluorescence polarization; 0% vehicle, 100% cell-free pure enzyme wells | activation, % at 5.96 µM;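 active means activation above the mean of all tested compounds plus 3 SD, set per screening campaign, cut at about 17% in these data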
# p-CIP stab down – lowers stability of the mouse p/CIP coactivator protein. F442A p/CIP-EGFP cells, EGFP fluorescence, 16 h. decrease of EGFP signal, % at 10 µM. 0.01% of 290,000 active. AID 1984;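 active means EGFP signal decrease of at least 30% at 10 µM or well 3 SD below plate mean, unless failing retest; inactive means the rest, including hits failing retest or dose response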; further: some compounds called inactive have numbers as strong as hits; many of its hits are not listed in these tables
# Target sequence (Q05BA5 1-1403): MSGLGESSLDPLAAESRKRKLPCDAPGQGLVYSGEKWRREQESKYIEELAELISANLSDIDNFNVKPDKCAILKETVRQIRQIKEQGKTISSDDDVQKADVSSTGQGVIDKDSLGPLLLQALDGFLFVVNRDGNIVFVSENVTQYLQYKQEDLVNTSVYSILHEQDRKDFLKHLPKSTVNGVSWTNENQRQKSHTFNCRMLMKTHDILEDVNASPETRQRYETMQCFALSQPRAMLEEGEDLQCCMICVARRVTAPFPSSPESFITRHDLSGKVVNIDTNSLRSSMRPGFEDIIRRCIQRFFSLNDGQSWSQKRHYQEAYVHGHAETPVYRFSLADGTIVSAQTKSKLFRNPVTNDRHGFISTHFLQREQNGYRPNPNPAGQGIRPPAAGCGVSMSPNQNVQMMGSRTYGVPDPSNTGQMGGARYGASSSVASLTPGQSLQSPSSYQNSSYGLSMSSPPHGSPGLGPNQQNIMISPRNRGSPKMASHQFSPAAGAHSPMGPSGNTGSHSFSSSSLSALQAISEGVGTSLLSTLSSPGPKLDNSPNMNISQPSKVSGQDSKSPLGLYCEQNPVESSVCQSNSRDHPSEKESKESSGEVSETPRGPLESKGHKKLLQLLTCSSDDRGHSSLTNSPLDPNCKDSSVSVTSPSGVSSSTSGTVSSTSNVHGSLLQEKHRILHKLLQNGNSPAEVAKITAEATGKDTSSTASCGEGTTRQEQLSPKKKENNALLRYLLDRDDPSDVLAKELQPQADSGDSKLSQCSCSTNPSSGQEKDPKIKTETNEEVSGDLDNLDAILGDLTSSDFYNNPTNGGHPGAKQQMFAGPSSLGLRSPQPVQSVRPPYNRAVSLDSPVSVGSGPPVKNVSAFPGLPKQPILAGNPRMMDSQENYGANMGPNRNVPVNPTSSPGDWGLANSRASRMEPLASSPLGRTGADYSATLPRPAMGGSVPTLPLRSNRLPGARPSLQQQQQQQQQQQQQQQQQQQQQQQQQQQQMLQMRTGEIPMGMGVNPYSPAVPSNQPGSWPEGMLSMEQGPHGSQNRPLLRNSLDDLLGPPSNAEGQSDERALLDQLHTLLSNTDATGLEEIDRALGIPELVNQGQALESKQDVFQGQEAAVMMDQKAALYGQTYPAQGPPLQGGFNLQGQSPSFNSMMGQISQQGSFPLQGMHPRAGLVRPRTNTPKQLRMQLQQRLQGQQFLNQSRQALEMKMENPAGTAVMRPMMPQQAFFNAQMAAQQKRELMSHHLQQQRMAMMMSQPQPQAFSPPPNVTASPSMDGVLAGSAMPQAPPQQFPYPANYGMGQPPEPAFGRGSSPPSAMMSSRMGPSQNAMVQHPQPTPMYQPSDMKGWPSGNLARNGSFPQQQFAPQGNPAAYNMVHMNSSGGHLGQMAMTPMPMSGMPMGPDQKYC
# IDE inh – cellular human IDE inhibition; HEK cells, FAbetaB cleavage, fluorescence polarization; inhibition, % at 5.59 µM; 0.41% of 320,000 active; AID 434962;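 active means percent inhibition above the average of all tested compounds plus 3 SD, set per screening campaign, cut at about 16% in these data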;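 further: IDE supplied by intact live HEK cells; FP after avidin binding of uncleaved biotin substrate so inhibition keeps polarization high; 0% = DMSO wells and 100% = 60 µM reference IDE inhibitor Ii1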
# HCV NS3 hel inh – inhibitors of Hepatitis C virus NS3 helicase; NS3 helicase DNA unwinding, Cy5 molecular beacon fluorescence; inhibition, % at 10.9 µM; 0.56% of 290,000 active;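 active means inhibition above the mean of all tested compounds plus 3 SD, set per campaign, cut at about 35% in these data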;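 further: 0% = DMSO wells and 100% = thioflavine S control wells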
#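 Control set: DMSO versus 110 µM thioflavine S; Material: NS3 helicase fragment of HCV; Measured by: Cy5 fluorescence at 0 and 60 min, beacon hairpin quenching; Read-out basis: percent inhibition from t60/t0 fluorescence ratio; Times: reaction time 60 min, 25 °C; Repeats: single replicate; Compound dosing: single dose, 10.9 µM nominal final, DMSO 0.8% final.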
# CRFR2-BP antag – CRF-BP/CRF-R2 complex antagonism; HEK293 CRF-R2/CRF-BP, CRF-induced calcium fluorescence; inhibition, % at 11.8 µM; 0.59% of 350,000 active;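 active means inhibition of the ligand-induced calcium signal above about 50% at the single tested concentration, limit read from the data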
# GalR3 antagonist – antagonists of human GalR3. O60755. HEK293 GalR3-CNG cAMP membrane potential fluorescence; galR3 body fused to GalR1 C-terminus. 0.44% of 360,000 active. inhibition, % at 3 µM;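 active means inhibition above the screen-wide average plus 3 SD, cut at about 13% in these data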;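 further: forskolin and galanin both at EC90 stimulate the cells; cAMP rise reported by CNG channel membrane potential dye signal; 0% = forskolin plus galanin with DMSO and 100% = forskolin alone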
# SUMO HTRF inh – SUMOylation inhibition. AID 2006. 0.36% of 290,000 active. inhibition, % at 35 µM. HTRF SUMOylation assay, SAE1/SAE2 + UBC9, in vitro. P63279; in the data active means inhibition above about 50%, passing the limit was not always enough; further: strong numbers were not always called active
# VIM-2 inh – blocks Pseudomonas aeruginosa VIM-2 metallo-beta-lactamase; 0.89% of 290,000 active; inhibition, % at 5.6 µM; purified VIM-2, nitrocefin hydrolysis, epi-absorbance fluorescence;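 active means inhibition above the mean of all tested compounds plus 3 SD, cutoff set per screening run, cut at about 7.5% in these data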;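 further: red hydrolysis product quenches plate fluorescence so inhibitors raise well fluorescence; 0% = enzyme with DMSO and 100% = DMSO without enzyme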
# IMP-1 inh – inhibitors of Pseudomonas aeruginosa IMP-1 metallo-beta-lactamase; AID 1556; purified IMP-1, nitrocefin hydrolysis, epi-absorbance fluorescence; 0.45% of 290,000 active; inhibition, % at 5.6 µM;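 active means inhibition above the mean plus 3 SD of all compounds in the same screening run, cut at about 4.5% in these data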;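 further: 0% = IMP-1 with DMSO and 100% = DMSO wells lacking enzyme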
#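 system = purified recombinant IMP-1 beta-lactamase | amount = 0.2 nM IMP-1, as dispensed | medium = HEPES buffer pH 7.1 with ZnSO4 and Brij 35 | times = 25 °C, 15 min preincubation, 25 min reaction | detection = plate fluorescence quenching by hydrolysis product, ex 480/em 530 nm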
# * = called active by the depositor; x = no result given.
SMILES,IDE cell activ,p-CIP stab down,IDE inh,HCV NS3 hel inh,CRFR2-BP antag,GalR3 antagonist,SUMO HTRF inh,VIM-2 inh,IMP-1 inh
O=C(Oc1ccc([N+](=O)[O-])cc1)c1cc(-c2ccccc2)nc2ccccc12,5,-5,2,-3,23,2,-6,-1.0,-3.3
O=C(COC(=O)c1cccc(-n2cnnn2)c1)c1ccccc1,1,1,1,-1,1,3,-3,-1.5,-2.2
O=C(NCC1COc2ccccc2O1)c1cccc(S(=O)(=O)N2CCCCC2)c1 (stereo not given),1,x,0,x,3,-6,x,x,x
CCCC(C)NCC(=O)Nc1ccccc1-c1ccccc1 (stereo not given),2,-8,-1,-12,8,-5,6,1.2,-3.4
CCOC(=O)c1c(-c2ccccc2)csc1/N=C/C1C(=O)CCCC1=O,-3,2,-1,7,-39,-10,-10,-3.8,0.9
O=C(NC12CC3CC(CC(C3)C1)C2)N1CCN(C(=O)c2ccco2)CC1,-2,3,1,-1,8,-4,5,-0.2,-2.4
Cc1ccc(NC(=O)c2sc(N)nc2-c2ccc([N+](=O)[O-])cc2)cc1C,-3,-17,0,-5,3,-2,28,-0.3,-0.9
Clc1ccc(/C(Cc2nc3ccccc3[nH]2)=N\Nc2ccccc2)cc1,-3,-16,3,5,0,-1,3,-4.0,-2.1
COCCNC(=O)CN(c1ccccc1OC)S(C)(=O)=O,-1,5,2,0,0,-3,-1,-0.6,1.3
CCCN(CCC)C(=O)Cn1c(=O)n(CCCCC(=O)NC2CCCC2)c(=O)c2ccccc21,2,4,1,-2,12,2,-6,1.4,0.7
COc1ccc(CNCc2c(C(=O)N(C)C)nc3ccc(Cl)cn23)c(OC)c1,-2,-8,6,-1,3,-5,16,1.2,-2.4
CCOc1ccc(Nc2ncnc(N)n2)cc1,-1,-5,-3,-1,-9,-2,16,-1.9,-3.8
CC(C)C(=O)Nc1nnc(CCc2nnc(NC(=O)C(C)C)s2)s1,5,-12,-3,4,-10,-2,-7,0.6,-1.2
O=Cc1cn(CCOc2ccccc2)c2ccccc12,-1,3,1,5,10,-11,-5,-3.5,-0.9
O=P(CCNCc1ccco1)(c1ccccc1)c1ccccc1,2,7,7,4,-15,2,14,-0.8,-2.3
COc1ccc(N2CCN(C(=O)c3cccc(NC(=O)c4ccco4)c3)CC2)cc1,4,-23,0,-7,-3,-3,-5,-1.6,-3.5
Cc1ccc(-c2n[nH]c(=S)n2/N=C/c2c(C)[nH]n(-c3ccccc3)c2=O)cc1,9,0,4,2,0,-3,11,2.4,-1.6
O=C(CSc1n[nH]c(-c2cccnc2)n1)Nc1ccccc1,-2,-6,3,-6,-1,0,3,0.7,-2.2
NC(=O)COc1ccc(-n2cnnn2)cc1,2,-6,4,-16,2,7,28,2.1,-0.7
CNC(=S)NNC(=O)COc1ccccc1C,-1,-23,1,2,3,-11,21,-1.5,-3.2
Cc1cccc(NC(=O)C2CCCN(S(=O)(=O)c3cccs3)C2)c1C (stereo not given),-3,-18,0,-5,-12,-7,9,-2.2,-1.0
Cc1ccc(C(=O)O/N=C(\N)Cc2cccs2)cc1[N+](=O)[O-],4,-20,-5,-3,14,3,10,-1.6,-0.9
COc1ccc2[nH]c3c(c2c1)CCN1C(=O)N([C@@H](C)C(=O)NCc2ccco2)C(=O)[C@]31C,2,9,0,-13,4,3,8,-3.1,-1.4
C/C(=N\NC(=S)NC(C)C)c1ccccc1,6,-3,-3,-4,14,-2,28,-1.9,-2.4
COc1ccccc1NC(=O)CN(c1ccccc1OC)S(=O)(=O)c1ccccc1,0,-12,3,-9,7,-7,1,-1.0,-3.1
CCC(C(=O)NCCC1=CCCCC1)c1ccccc1 (stereo not given),3,0,3,7,4,-5,-16,-1.4,-3.0
COc1cc(C(=O)N2C(=O)CCC2=O)cc(OC)c1OC,0,-1,-1,3,9,-7,5,0.1,-2.6
Cn1c(CCC(=O)Nc2ccccc2F)nnc1SCC(=O)Nc1ccccc1Cl,1,-2,2,2,8,-5,-1,-2.2,1.1
CC(Sc1nc(N)cc(=O)[nH]1)C(=O)NNC(=O)c1cccc(Cl)c1 (stereo not given),-2,x,-2,x,4,-7,x,x,x
COc1cccc(-c2cc(C(F)(F)F)nc(-n3cncn3)n2)c1,1,-26,0,7,-18,-4,20,8.7*,-3.9

# In the list so far, 5 contain an NH in an aromatic ring.
SMILES,IDE cell activ,p-CIP stab down,IDE inh,HCV NS3 hel inh,CRFR2-BP antag,GalR3 antagonist,SUMO HTRF inh,VIM-2 inh,IMP-1 inh
Clc1ccc(/C(Cc2nc3ccccc3[nH]2)=N\Nc2ccccc2)cc1,-3,-16,3,5,0,-1,3,-4.0,-2.1
Cc1ccc(-c2n[nH]c(=S)n2/N=C/c2c(C)[nH]n(-c3ccccc3)c2=O)cc1,9,0,4,2,0,-3,11,2.4,-1.6
O=C(CSc1n[nH]c(-c2cccnc2)n1)Nc1ccccc1,-2,-6,3,-6,-1,0,3,0.7,-2.2
COc1ccc2[nH]c3c(c2c1)CCN1C(=O)N([C@@H](C)C(=O)NCc2ccco2)C(=O)[C@]31C,2,9,0,-13,4,3,8,-3.1,-1.4
CC(Sc1nc(N)cc(=O)[nH]1)C(=O)NNC(=O)c1cccc(Cl)c1 (stereo not given),-2,x,-2,x,4,-7,x,x,x

# Carrying on.
SMILES,IDE cell activ,p-CIP stab down,IDE inh,HCV NS3 hel inh,CRFR2-BP antag,GalR3 antagonist,SUMO HTRF inh,VIM-2 inh,IMP-1 inh
Cc1csc(NC(=O)Cn2nc(C)c([N+](=O)[O-])c2C)n1,6,29,3,-5,-1,-1,-24,0.3,1.7
O=S(=O)(/N=C(\c1ccccc1)N1CCOCC1)c1ccc(Cl)cc1,-2,-1,4,6,-2,-3,9,1.3,-0.3
COc1ccccc1-n1c(=O)c2c3c(sc2n2c(SC)nnc12)CCC3,4,x,-1,8,14,0,x,0.6,-1.9
CC1=NN(c2ccccc2)C(=O)C1C(=O)c1ccc(Cl)cc1 (stereo not given),-2,3,4,12,18,-1,8,-3.5,-1.7
COc1cccc(NC(=O)c2ccc(S(=O)(=O)N3CCCC3)cc2)c1,5,0,-2,-13,1,-8,3,0.9,-0.9
CCCc1c(C(=O)N/N=C/c2ccco2)nnn1-c1nonc1N,1,3,1,-13,-30,-7,-10,0.3,-2.2
CCn1nc(C)c(/C=N/NC(=O)c2ccc3c(c2)c(C)c(C)n3Cc2ccccc2)c1C,-6,-2,1,2,1,-2,-26,-2.8,-3.5
CC(=O)c1ccc(NC(=O)CSc2ccc3nnc(-c4ccccn4)n3n2)cc1,-2,-14,1,3,-3,0,15,-0.7,-1.1
Cc1[nH]c2ccccc2c1C(=O)CN1CCC(C(N)=O)(N2CCCCC2)CC1,-2,0,3,4,-5,0,15,-2.3,-3.3
O=C(COc1ccc(Cl)cc1)NCCC1=CCCCC1,2,8,-2,3,-3,-3,14,-5.3,-1.9
CC(O)[C@H]1CNC(=O)C(=O)N1CCCCC1CCCCC1 (stereo not given in full),3,3,2,x,-2,-2,-2,x,x
Oc1ccc(-c2csc(NCc3ccco3)n2)cc1,0,-2,2,8,20,-2,3,-2.4,-3.2
O=C(/C=C/c1ccccc1)c1ccoc1,0,1,-5,-8,-11,2,2,-0.2,-1.4
CC(C)c1nc2sc3ccccc3c(=O)c2c(=O)n1Cc1ccccc1,8,-2,4,-4,0,-4,-1,-1.9,-2.3
Cc1ccc(C(=O)N/N=C2\CCSC2)cc1[N+](=O)[O-],-2,6,10,3,24,-4,16,-3.3,-2.9
Cc1ccccc1C(=O)N1CCc2cc(-c3nc(NC(=O)Cc4ccc5c(c4)OCO5)sc3C)ccc21,-4,-36,6,6,-13,x,28,-3.5,-1.3
NC(=Nc1ccc(Cl)cc1)c1ccccc1,4,-14,0,-1,30,-3,20,-1.3,-1.0
N#Cc1cc(C(=O)Cc2ccccc2)c[nH]1,4,2,1,-11,2,0,-5,-2.2,-1.6
C=CCNC(=O)c1ccc2nc(-c3ccccc3)c(-c3ccccc3)nc2c1,-1,-13,-2,0,4,1,7,-1.5,-2.5
CC(C)n1nc(C(=O)NCCc2ccc(S(N)(=O)=O)cc2)c2ccccc2c1=O,5,1,-3,3,-6,0,10,-3.1,-3.9
O=c1cc(-c2ccco2)oc2ccc(Cl)cc12,2,-8,x,-8,5,-2,9,-0.3,-7.2
COC(=O)CN(c1ccccc1C)S(C)(=O)=O,9,2,3,27,-7,-5,-15,-1.7,-0.6
CC(C)NC(=S)Nc1ccc2[nH]c(=O)[nH]c2c1,-1,2,-3,0,-3,-5,13,-1.6,-0.8
CC(C)(C)c1ccc(/C=N/n2cnnc2)cc1,1,-4,4,3,-8,-4,10,-0.4,-4.6
O=C(Cc1c(C(=O)O)[nH]c2ccccc12)NC1CCCC1,-3,-4,-3,-18,-24,7,-10,-3.1,-3.6
COc1cccc(NC(=O)NCc2c(-c3ccccc3)noc2C)c1,8,-7,5,6,-1,5,6,-2.0,-3.2

# Pulled by structure from the list above:
SMILES,IDE cell activ,p-CIP stab down,IDE inh,HCV NS3 hel inh,CRFR2-BP antag,GalR3 antagonist,SUMO HTRF inh,VIM-2 inh,IMP-1 inh
COc1cccc(NC(=O)NCc2c(-c3ccccc3)noc2C)c1,8,-7,5,6,-1,5,6,-2.0,-3.2
Cc1ccccc1C(=O)N1CCc2cc(-c3nc(NC(=O)Cc4ccc5c(c4)OCO5)sc3C)ccc21,-4,-36,6,6,-13,x,28,-3.5,-1.3
O=c1cc(-c2ccco2)oc2ccc(Cl)cc12,2,-8,x,-8,5,-2,9,-0.3,-7.2

# Source: PubChem

# The order is random; 3.2% or so of the library scored in one or more.
